G9a block – G9a (human) methyltransferase inhibition | Q96KQ7 | G9a H3K9 monomethylation, AlphaScreen, 2 h | Potency, µM (series often up to 102 µM), for inactives: at the highest dose activity, negative = inhibition, hits mostly inhibitors | 350,000 compounds, 8.8% hits | AID 504332; also: potency is read from the fitted curve at half-maximal effect; % is scaled to controls: 0 for no effect and ±100 for the full control effect; nearly all actives have a fitted effect of over 75% in size
Target sequence (Q96KQ7 913-1193 limits assumed): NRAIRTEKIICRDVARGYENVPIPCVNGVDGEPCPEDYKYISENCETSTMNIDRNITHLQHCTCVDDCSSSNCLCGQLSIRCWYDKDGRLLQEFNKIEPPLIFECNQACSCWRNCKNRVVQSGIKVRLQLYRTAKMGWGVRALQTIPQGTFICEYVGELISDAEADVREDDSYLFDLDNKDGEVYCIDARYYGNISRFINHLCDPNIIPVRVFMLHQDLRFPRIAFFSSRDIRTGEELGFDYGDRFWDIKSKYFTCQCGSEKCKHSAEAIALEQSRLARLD
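Signal arises when biotinylated H3K9 peptide, once monomethylated, bridges streptavidin donor and antibody-captured acceptor beads. Enzyme at 20 nM was preincubated 15 min with test compounds; peptide 500 nM and SAM 20 uM then reacted for 2 h.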
PGK inhibitor – inhibitors of T. brucei phosphoglycerate kinase | PGK/GAPDH coupled, Kinase-Glo luminescence, 60 min | 380,000 compounds, 0.043% hits | Potency, µM (doses to about 57.5 µM), without a hit: at the highest dose activity change, negative = inhibition, hits mostly inhibitors; also: potency is read from the fitted curve at half-maximal effect; % is scaled to controls: 0 for no effect and ±100 for the full control effect; nearly all actives have a fitted effect of over 60% in size
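Luminescent ATP detection (Kinase-Glo Plus) follows a 60-minute room-temperature incubation, with wells lacking PGK as controls. Buffer: 100 mM TEA (pH 7.6), 5 mM MgCl2, 0.01% Tween-20. Coupling enzyme GAPDH (100 nM final) supplies unstable 1,3-BPG in-well.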
GLS inhibitor – blocks human kidney-isoform glutaminase activity | O94925 | GLS enzymatic activity, qHTS titration | Potency, µM (titrated, usually from 45.5 µM), without a hit: top-dose activity change, negative = inhibition, actives largely listed as inhibitors | 410,000 compounds, 0.21% hits | AID 624170; also: potency is read from the fitted curve at half-maximal effect; % is scaled to controls: 0 for no effect and ±100 for the full control effect
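Glutamate formation by hKGA was monitored fluorometrically using coupled glutamate oxidase, HRP and Amplex Red. Substrate was added as 1 mM L-glutamine solution; incubation was 30 min at RT after an initial read.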
ERG-DNA inh – ERG Ets/DNA interaction inhibition; P11308; fluorescence polarization, His-ERG Ets domain / labelled DNA; Potency, µM (top dose mostly 76.9 µM), without a hit: at the top dose FP activity, negative = inhibition, hits mostly inhibitors; 370,000 compounds, 0.028% hits; AID 624246; active = well fitted inhibition curve with a large enough effect in the polarisation, with a control signal flat; inconclusive = small, poorly fitted or top-dose-only effect, or effect the other way, or a change in a side signal; inactive = no such curve, though single readings can be large or run the other way; the % refers to the polarisation;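 also: polarization taken with two DNA probes labelled with fluorescein and Texas red; potency is read from the fitted curve at half-maximal effect; % of control where 0% means no effect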
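His-tagged ERG Ets domain (1 uM in the protein solution; 300mM KCl, 50mM Tris-HCl, 1mM EDTA, 1mM DTT, pH 7.5) received compound, then a probe mix of 5 nM fluorescein-DNA and 100nM Texas-615-DNA. Fluorescence polarization was read for both dyes.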
JMJD2A Tudor inh – inhibitors of human JMJD2A Tudor domain. O75164. AlphaScreen JMJD2A-Tudor / H3K4me3 peptide binding. Potency, µM (titrated, usually from 114 µM), without a hit: top-dose activity change, negative = inhibition, actives largely listed as inhibitors. 390,000 compounds, 4.4% hits; also: potency is read from the fitted curve at half-maximal effect; % is scaled to controls: 0 for no effect and ±100 for the full control effect; nearly all actives have a fitted effect of over 50% in size
PI4K2A block – PI4K2A (human) kinase inhibition | 420,000 compounds, 0.13% hits | purified PI4K2A, ADP-Glo luminescence, 1 h; stronger effect = lower value | activity change, negative = inhibition, % at 76.9 µM; in the data active = activity change below about -50%; inconclusive = mostly about -30% to -49%;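 also: -100% = wells without enzyme as full effect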
Target sequence (Q9BTU6 whole entry, looked up): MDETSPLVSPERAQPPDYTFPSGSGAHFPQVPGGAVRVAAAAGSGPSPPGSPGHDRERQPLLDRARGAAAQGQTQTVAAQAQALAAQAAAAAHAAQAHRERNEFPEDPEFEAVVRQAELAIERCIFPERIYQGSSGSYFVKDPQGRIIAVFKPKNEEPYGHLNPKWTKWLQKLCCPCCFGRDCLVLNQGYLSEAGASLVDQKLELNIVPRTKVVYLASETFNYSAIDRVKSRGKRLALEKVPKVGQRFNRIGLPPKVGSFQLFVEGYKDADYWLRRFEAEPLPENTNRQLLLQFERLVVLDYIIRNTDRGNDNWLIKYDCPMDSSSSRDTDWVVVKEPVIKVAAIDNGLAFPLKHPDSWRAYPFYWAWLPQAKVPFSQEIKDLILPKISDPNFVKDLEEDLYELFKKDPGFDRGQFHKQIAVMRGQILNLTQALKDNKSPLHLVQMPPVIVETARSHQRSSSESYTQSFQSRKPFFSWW
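ADP-Glo luminescence measured ADP generated by PI4K2A enzyme (4 ug/mL before mixing) with 1.2 mM PI substrate (pre-mix) and 300 microM ATP (pre-mix). Tris pH7.5 buffer with MgCl2, Triton X-100; 1 h reaction at ambient temperature.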
Pin1 inhibitor – inhibitors of human Pin1; Pin1 FP peptide displacement, HiFluor488, 10 min; Potency, µM (series often up to 115 µM), without a hit: top-dose activity, negative = inhibition, most hits filed as inhibitors; 390,000 compounds, 0.009% hits; active = well fitted inhibition curve with a large enough effect in the polarisation, with a control signal flat, not every such curve was filed as active; inconclusive = small, poorly fitted or top-dose-only effect, or effect the other way, or a change in a side signal; inactive = no such curve, though single readings can be large or run the other way; the % refers to the polarisation; also: potency is read from the fitted curve at half-maximal effect; % is scaled to controls: 0 for no effect and ±100 for the full control effect
HP1b chromo inh – inhibitors of HP1-beta chromodomain binding to methylated histone tails | AlphaScreen HP1-beta / biotin-H3K9me3 peptide binding | Potency, µM (titrated, usually from 114 µM), inactives show at the top dose activity change, negative = inhibition, hits mostly inhibitors | 390,000 compounds, 0.56% hits | P83916; also: potency is read from the fitted curve at half-maximal effect; nearly all actives have a fitted effect of over 70% in size; inactives centre near 23
Target sequence (P83916 whole entry, looked up): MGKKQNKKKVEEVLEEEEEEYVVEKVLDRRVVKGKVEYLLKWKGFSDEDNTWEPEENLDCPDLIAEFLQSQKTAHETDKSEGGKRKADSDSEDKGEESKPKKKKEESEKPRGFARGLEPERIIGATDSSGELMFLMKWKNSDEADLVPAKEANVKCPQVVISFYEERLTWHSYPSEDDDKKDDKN
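Compound inhibition of the preformed complex between 50 nM HP1-beta and 50 nM biotinylated H3K9me3 peptide was read by AlphaScreen. Buffer was PBS pH 7.4 with 0.01% Tween-20. Incubations ran 30 min at room temperature, with 10 ug/mL donor/acceptor beads.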
BAZ2B block – blocks human BAZ2B | Potency, µM (doses to about 114 µM), for the others: top-dose activity change, negative = inhibition, actives largely listed as inhibitors | AlphaScreen BAZ2B-H3K14Ac peptide displacement | 360,000 compounds, 4.4% hits | Q9UIF8 | AID 504333; also: potency is read from the fitted curve at half-maximal effect; % is scaled to controls: 0 for no effect and ±100 for the full control effect; nearly all actives have a fitted effect of over 60% in size
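Compounds, titrated to a top concentration of 110 uM, were incubated 30 min at room temperature with preformed BAZ2B/acetyl-K14 H3 peptide complex (50 nM each). Proximity signal was measured by AlphaScreen after 20 min with beads.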
Starred values were filed as active, the others as inactive; i = inactive; u = inconclusive; x = not tested or not shown; & = joins results of further samples; [ ] = dose if it differs, or a comment. Unless noted, calls follow the shape of the dose curve; as a rule, active = well fitted curve in the direction sought with a large enough effect; inconclusive = small, poorly fitted or top-dose-only effect, or another doubt; inactive = no such curve, though single readings can be large; an effect the other way counts as inactive or inconclusive.

Sample of the layout (three entries):
The line under a structure holds: G9a block | PGK inhibitor | GLS inhibitor | ERG-DNA inh | JMJD2A Tudor inh | PI4K2A block | Pin1 inhibitor | HP1b chromo inh | BAZ2B block
COc1ccc(C)cc1NC(=O)CSCc1ccccc1C
 : -11%[0.501 µM] | 2% | -2% | 10% | 56%[activator] | -1 | -2% | 87%[activator] | 54%[activator]
CC(=O)c1ccc(N2CCN(CC(O)c3ccccc3)CC2)cc1 (stereo unspecified)
 : 26% | -6% | -4% | 3% | -10% | -5 | 1% | 16% | -2%
COc1ccc(CNC(=O)C(C)n2c(=O)cc(C)c3c(C)nn(-c4ccccc4)c32)cc1 (stereo unspecified)
 : 13%[59 µM] | -6% | -12% | -1% | -14% | 6 | -4% | u | -4%

This part in full (from the top)
The line under a structure holds: G9a block | PGK inhibitor | GLS inhibitor | ERG-DNA inh | JMJD2A Tudor inh | PI4K2A block | Pin1 inhibitor | HP1b chromo inh | BAZ2B block
COc1ccc(C)cc1NC(=O)CSCc1ccccc1C
 : -11%[0.501 µM] | 2% | -2% | 10% | 56%[activator] | -1 | -2% | 87%[activator] | 54%[activator]
CC(=O)c1ccc(N2CCN(CC(O)c3ccccc3)CC2)cc1 (stereo unspecified)
 : 26% | -6% | -4% | 3% | -10% | -5 | 1% | 16% | -2%
COc1ccc(CNC(=O)C(C)n2c(=O)cc(C)c3c(C)nn(-c4ccccc4)c32)cc1 (stereo unspecified)
 : 13%[59 µM] | -6% | -12% | -1% | -14% | 6 | -4% | u | -4%
CN(CCc1cnn(C)c1)C(=O)CCc1nnc(CCCc2ccccc2)o1
 : -3% | i | 15% | 2% | -9% | 4 | 10% | 12% | 2%
O=C(NCc1ccc(F)cc1)C(=O)NCC1OCCN1S(=O)(=O)c1cccs1 (stereo unspecified)
 : 11% | i | 0% | 6% | -18% | 3 | 1% | 19% | 2%
CC(C)c1ccc(NS(=O)(=O)c2ccc3nc(-c4ccccc4)[nH]c3c2)cc1
 : 11%[59 µM] | -3% | 4% | 3% | -17% | 3 | 4% | 31% | -3%
Cc1ccccc1NC(=O)C(Cl)=C(Cl)Cl
 : 25%[59 µM] | -1% | -3% | -6% | 1% | 0 | 4% | 38%[activator] | 2%
CC(C)C[C@H]1CNC(=S)N1CC1CCCN1C[C@H](CC(C)C)N1C[C@H](CC(C)C)N(CC2CCCCCC2)C1=S (stereo partly specified)
 : x | i | -5% | 14% | -28% | -4 | -1% | 40%[activator] | x
C/C=C/C(=O)Nc1cccc(C(F)(F)F)c1
 : 21%[59 µM] | i | 1% | 10% | -7% | -1 | 4% | 27% | 0%
Cc1ccc(S(=O)(=O)N2CCOCC2)cc1C(=O)N1CCCC1
 : 24% | -7% | 2% | 1% | -12% | -2 | 0% | -10% | -1%
O=C(O)c1cccc(N2C(=O)c3cccc4c(Cl)ccc(c34)C2=O)c1
 : u | 10% | 16% | 11% | -22% | -11 | -6% | 28% | -25%
CCOC(=O)c1c(-c2ccc(Br)cc2)csc1NC(=O)c1ccccc1F
 : -7%[59 µM] | -3% | 7% | -4% | -3% | -11 | 0% | 12% | -5%
Cc1cc(C)c(Cn2c3ccccc3c3cnn(CC(=O)NCc4ccc(Cl)cc4)c(=O)c32)c(C)c1
 : 3%[59 µM] | -5% | -10% | 8% | -1% | -7 | 3% | 32% | 4%
O=C(N/N=C/c1ccco1)c1csc2c1CCCC2
 : -13% | -8% | 2% | -8%[15.4 µM] | -32% | -2 | 0% | 8% | -28%
CCOC(=O)c1ccc(NC(=O)C2CC(=O)N(c3ccc(C(C)C)cc3)C2)cc1 (stereo unspecified)
 : -26%[59 µM] | 4% | -12% | 0% | -15% | -2 | 48%[activator] | 25% | -2%
O=C1N/C(=N\S(=O)(=O)Cc2ccccc2)S/C1=C/c1cccc([N+](=O)[O-])c1
 : -11% | -12% | 16% | -3% | -12% | 5 | x | 13% | -19%
O=C(Nc1cccnc1)c1cnc2ccccc2n1
 : 8% | -3% | 3% | -2% | 4% | -1 | -11% | 50%[activator] | 6%
Cn1c(C(=O)NCc2ccccc2)cc2oc3ccccc3c21
 : -48%[59 µM] | -7% | 0% | -7% | u | -2 | 2% | -1% | -22%
O=C(Cn1nnc(-c2ccc(F)cc2)n1)N1CCCCC1
 : 22% | -1% | -5% | 0% | 7% | -12 | 1% | 30% | -16%
O=[N+]([O-])c1ccc(O)c(/C=N/n2c(-c3ccccc3)n[nH]c2=S)c1
 : -14%[0.501 µM] | -3% | u | 11% | 5.6µM* | 1 | -3% | 12% | -10%
CCC(=O)N(Cc1cc2cc(OC)ccc2[nH]c1=O)c1ccccc1C
 : 2% | -8% | 14% | 4% | u | -2 | -11% | -5% | -15%
CC1CCN(c2c([N+](=O)[O-])c(=O)n(-c3ccccc3)c3ccccc23)CC1
 : -17%[59 µM] | 9% | 8% | 3% | -26% | 5 | 8% | 13% | -2%
CCN(CC)C(=O)C1CCCN(c2ncnc3c2cnn3-c2ccc(Cl)cc2)C1 (stereo unspecified)
 : -16% | 5% | 3% | -3% | -14% | 0 | 3% | 29% | -1%
COC(=O)c1c(-c2cccs2)csc1NC(=O)c1ccc(OC)c(OC)c1
 : 2.8µM* | -4% | -24% | -6% | -33% | -1 | -5% | u | -27%
Cc1ccc(/C=C/C(=O)c2ccccc(=O)c2O)cc1C
 : 28µM* | -5% | -18% | 2% | 79µM* | -7 | 18% | u | 71µM*
N#CCC(=O)N/N=C/c1cn(Cc2ccc3ccccc3c2)c2ccccc12
 : -41% | -8% | -28% | 5% | -9% | -1 | 32%[activator] | 19% | -15%
CCNC(=O)Nc1cc(S(=O)(=O)Nc2ccc(OC)cc2)ccc1N1CCOCC1
 : 18%[2.33 µM] | -5% | 25% | -16% | -5% | 6 | -1% | 42%[activator] | 4%
CN1CCN(C(=O)c2ccc3c(Cl)c4c(nc3c2)CCCC4)CC1
 : 17% | 2% | 12% | -10% | -7% | -1 | -1% | 13% | u
COc1ccc(Nc2nnc(-c3ccc(C)cc3)c3ccccc23)cc1C(=O)N1CCCCC1
 : 21%[59 µM] | -1% | 9% | 9% | u | 3 | -8% | 10% | -31%
CCC(=O)N/C=C/n1cnc2cc(C(F)(F)F)ccc21
 : -1% | -3% | 1% | 4% | -15% | 7 | -4% | 34% | -2%

Next section.
| molecule | G9a block | PGK inhibitor | GLS inhibitor | ERG-DNA inh | JMJD2A Tudor inh | PI4K2A block | Pin1 inhibitor | HP1b chromo inh | BAZ2B block |
| --- | --- | --- | --- | --- | --- | --- | --- | --- | --- |
| CCn1c2ccccc2c2cc(NC(=O)COC(=O)c3cc(OC)c(OC)cc3OC)ccc21 | -4%[59 µM] | -1% | -3% | 4% | -8% | 0 | 13% | 20% | -11% |
| Cc1ccc(C(=O)NCC(=O)OC(C)C(=O)Nc2ccc(N(C)C)cc2)cc1C (stereo unspecified) | 25µM* | 7% | -1% | 2% | u | 1 | 7% | u | u |
| CC(=O)c1cccc(-n2c(CCC(=O)O)ccc2-c2ccccc2)c1 | 40µM* | -4% | -6%&13% | 6%&0% | -19%&-28% | 5&-2 | 0%&0% | 16%&20% | -24%&-32% |
| CCc1nnc(NC(=O)c2cc(S(=O)(=O)N3CCN(CC)CC3)ccc2Cl)s1 | x | -7% | -2% | -3% | 0% | -1 | -5% | 52%[activator] | x |
| O=C(Nc1ccn(Cc2ccccc2)n1)c1cccc(Cn2cc([N+](=O)[O-])cn2)c1 | 14%[59 µM] | -2% | 5% | -9% | -32% | -1 | 6% | 3% | -7% |
| O=C(c1ccc2c(c1)OCO2)N(c1ccccc1)C1C=CS(=O)(=O)C1 (stereo unspecified) | -28%[12.7 µM] | -1% | 9% | 11% | -12% | 1 | -8% | 22% | 0% |
| CNC(=O)c1ccc(NC(=O)C2CCN(c3ncnc4sc(C)c(C)c34)CC2)cc1 | 39% | 6% | 6% | 2% | -11% | 3 | -4% | 17% | -8% |
| O=c1c2cnn(-c3ccccc3)c2ncn1Cc1ccco1 | 22%[12.7 µM] | -5% | 5% | 19% | -21% | 2 | -1% | 16% | 3% |
| O=S(=O)(NC1CCCCC1NCc1ccco1)c1ccc(Cl)cc1 (stereo unspecified) | -8%[59 µM] | -4% | 18% | x | -22% | -1 | 5% | -4% | -7% |
| Cc1cc(C)c(S(=O)(=O)N2CCCC(C(=O)NCCC3=CCCCC3)C2)c(C)c1 (stereo unspecified) | 1%[12.7 µM] | 13% | 0% | -3% | 1% | -1 | 6% | 14% | -3% |
| CN1CCN(S(=O)(=O)c2cccc(C(=O)N3CCc4ccccc43)c2)CC1 | 7% | -6% | 0% | -6% | -15% | 1 | -5% | 16% | -14% |
| NCCCCCc1nnc(SCC(=O)c2ccc(Cl)cc2)o1 | 50µM* | 0% | 25% | 0% | -16% | 4 | 7% | 26% | 0% |

Screening data deposited in PubChem BioAssay by National Center for Advancing Translational Sciences (NCATS).

Not a hit list; any-hit rate near 11%.
